GLP-1R agonist: activates the human GLP-1 receptor; 380,000 tested, 0.007% active; Potency, µM (highest dose often 45.6 µM), for inactives: top-dose activation, hits mostly activators; HEK293 GLP-1R CRE-luciferase, luminescence, 4-6 h; cells express a hypersensitive GLP-1R form; further: potency means the concentration at half of the fitted maximal effect; % of control where 0% means no effect
Target sequence (P43220 whole entry, looked up): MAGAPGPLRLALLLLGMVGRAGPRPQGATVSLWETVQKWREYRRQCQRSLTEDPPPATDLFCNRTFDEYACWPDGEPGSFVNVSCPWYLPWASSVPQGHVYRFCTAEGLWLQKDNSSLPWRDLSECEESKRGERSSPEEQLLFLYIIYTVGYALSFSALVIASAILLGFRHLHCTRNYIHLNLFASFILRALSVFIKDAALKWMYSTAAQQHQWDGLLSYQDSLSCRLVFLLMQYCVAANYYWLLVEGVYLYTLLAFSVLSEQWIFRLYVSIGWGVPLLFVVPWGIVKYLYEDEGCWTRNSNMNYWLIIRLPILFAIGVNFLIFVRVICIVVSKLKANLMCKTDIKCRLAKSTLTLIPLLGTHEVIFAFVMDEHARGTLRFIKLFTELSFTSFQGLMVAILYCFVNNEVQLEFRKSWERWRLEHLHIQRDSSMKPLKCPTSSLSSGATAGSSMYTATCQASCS
PTHR1 agonist: PTHR1 (human) receptor agonism; Q03431; HEK293 GP2 PTHR1 cells, GloSensor cAMP luminescence, 1 h; Potency, µM (doses to about 115 µM), without a hit: at the highest dose activation, hits mostly activators; 410,000 tested, 0.075% active; AID 743266; further: potency means the concentration at half of the fitted maximal effect; nearly all actives have a fitted effect of over 55% in size; some results filed as inactive show a strong effect at the top dose; inactives centre near -15; many of its hits are not listed in these tables
Target sequence (Q03431 whole entry, looked up): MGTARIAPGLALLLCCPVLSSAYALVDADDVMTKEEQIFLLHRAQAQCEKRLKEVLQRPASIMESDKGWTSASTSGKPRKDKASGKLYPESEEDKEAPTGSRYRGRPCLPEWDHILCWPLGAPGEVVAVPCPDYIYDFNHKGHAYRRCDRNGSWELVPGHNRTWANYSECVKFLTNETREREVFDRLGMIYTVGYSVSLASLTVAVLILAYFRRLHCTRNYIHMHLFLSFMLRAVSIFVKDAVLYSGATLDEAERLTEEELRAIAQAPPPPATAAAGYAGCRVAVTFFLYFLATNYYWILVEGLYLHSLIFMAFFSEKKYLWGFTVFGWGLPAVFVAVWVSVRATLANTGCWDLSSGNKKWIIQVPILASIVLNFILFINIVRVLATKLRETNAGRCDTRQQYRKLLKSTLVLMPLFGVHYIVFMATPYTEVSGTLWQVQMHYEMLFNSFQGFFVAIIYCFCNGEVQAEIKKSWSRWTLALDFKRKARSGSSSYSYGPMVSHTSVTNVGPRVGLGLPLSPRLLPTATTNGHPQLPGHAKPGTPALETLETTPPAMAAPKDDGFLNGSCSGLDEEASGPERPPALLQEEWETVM
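HEK-293-derived GP2 cells expressing PTHR1 and a GloSensor cAMP reporter, 3,000/well, plated overnight, given luciferin plus IBMX (each 0.5 mM as added) for 1 h at 37 °C, then compound for 1 h at 37 °C. Luminescence was read after 15 min at room temperature.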
PI5P4Ka inh: inhibitors of human PI5P4K alpha. PI5P4Kalpha enzyme, ADP-Glo luminescence, 60 min; hits give low values. 330,000 tested, 1.2% active. max response, %; active means max response of -50% or lower; inconclusive means between -30% and -50%; inactive means -30% or higher; further: value at the top dose of about 77 µM; on the % scale 0 is the no-effect control and ±100 the full control effect
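ADP-Glo luminescence end-point read after a 60 min room-temperature kinase reaction of PI5P4Kalpha plus substrate, initiated with ATP at 5 microM final. Buffer: 0.038 M HEPES pH 7.4, EGTA, 0.1% CHAPS, 5% DMSO.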
EPAC1 agonist: agonists of human EPAC1; Potency, µM (highest dose often 154 µM), for the others: at the highest dose activation, hits mostly activators; 360,000 tested, 0.073% active; AID 720707; EPAC1 agonist qHTS, biochemical assay; response scale: 100% = response to 6.5 mM cAMP; further: potency means the concentration at half of the fitted maximal effect; nearly all actives have a fitted effect of over 60% in size
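Compounds were pinned as a concentration titration into mixtures of EPAC1 (100 nM), BODIPY-GDP-loaded Rap1B (250 nM) and GDP (50 uM). After 5 min at room temperature, fluorescence was followed for 30 min; activity was scaled to 6.5 mM cAMP.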
GLP-1R inv ag: acts as inverse agonist at human GLP-1 receptor | 410,000 tested, 1.6% active | AID 624417 | HEK293 GLP-1R CRE-luciferase, luminescence, 24 h; GLP-1R form is constitutively active | Potency, µM (highest dose often 38.3 µM), without a hit: at the highest dose activity change, negative = inhibition, hits mostly inhibitors | P43220; further: potency means the concentration at half of the fitted maximal effect; on the % scale 0 is the no-effect control and ±100 the full control effect; nearly all actives have a fitted effect of over 55% in size
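Inverse agonists were sought by their lowering of basal cAMP reporter luciferase output in HEK293 cells stably carrying constitutively active human GLP-1R, after 24 h compound treatment.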
GLP1R cytotox: cytotoxicity in counter-screen for GLP-1R inverse agonists | Potency, µM (highest dose often 38.3 µM), for the others: at the top dose activity change, negative = inhibition, actives largely listed as inhibitors | 410,000 tested, 0.13% active | HEK293 cAMP-luciferase reporter cells, luminescence, 24 h;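 further: loss of luciferase light is scored as toxicity; potency means the concentration at half of the fitted maximal effect; on the % scale 0 is the no-effect control and ±100 the full control effect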
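Cells in DMEM/10% Nu serum/1% pen-strep, 1536-well format. Pre-incubated 12 h, dosed with 23 nL compound, incubated a further 24 h. Luciferase detection, 12 min at room temp, luminescence.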
EPAC1 antag: antagonists of human EPAC1. EPAC1 GEF assay, Rap1b-BODIPY-GDP exchange fluorescence. 360,000 tested, 0.14% active. Potency, µM (titrated, usually from 115 µM), inactives show at the top dose activity change, negative = inhibition, hits mostly inhibitors. O95398;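 further: potency means the concentration at half of the fitted maximal effect; plate controls were vehicle for no effect and positive control for full effect; nearly all actives have a fitted effect of over 50% in size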
PLK1 PBD inh: inhibitors of human PLK1 polo-box domain binding; Plk1 PBD binding of FITC phosphopeptide, fluorescence polarization; Potency, µM, inactives show max response, negative = inhibition, usual class: inhibitors; 360,000 tested, 2.8% active; AID 720504; P53350; further: potency means the concentration at half of the fitted maximal effect; series mostly up to about 57 µM; on the % scale 0 is the no-effect control and ±100 the full control effect; nearly all actives have a fitted effect of over 65% in size
IL2 activator: activators of IL-2. IL-2 activation reporter assay, cell-based qHTS; stimulated with anti-CD3/CD4/CD28 beads; in transgenic mouse T cells. activation, % (series mostly up to about 46 µM). 360,000 tested, 0.065% active. AID 652025; in the data active means activation above about 50%; inconclusive means mostly about 30% to 49%; further: 0% is about no effect
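Using fluorescent plate cytometry, EGFP and DsRed are detected in transgenic mouse T cells stimulated 18 h at 37 degrees C with antibody-coated beads after 60 min compound pretreatment.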
* = called active by the depositor; i = inactive; ? = inconclusive; . = not tested or not shown; & = joins results of further samples; [ ] = dose if it differs, or a comment. Unless noted, the call rests on the fitted dose curve; in most records, active means well fitted curve in the direction sought with a large enough effect; inconclusive means small, poorly fitted or top-dose-only effect, or another doubt; inactive means no such curve, though single readings can be large; an effect the other way counts as inactive or inconclusive. This is a subset; rates above refer to the full screens.

SMILES	GLP-1R agonist	PTHR1 agonist	PI5P4Ka inh	EPAC1 agonist	GLP-1R inv ag	GLP1R cytotox	EPAC1 antag	PLK1 PBD inh	IL2 activator
Cc1ccc(C)c(NS(=O)(=O)c2ccc(OCC(=O)NCc3cccnc3)cc2)c1	-3.7%	-36.8%[inhibitor]	0.1	6.2%	-11.7%	3.2%	-8.9%	-16.2%	-1.9
CCc1nc2c(OCc3ccc(C(F)(F)F)cc3)cccn2c1N(C)C(=O)C(C)C	2.1%	-40.9%[inhibitor]	-0.5	-14.3%	?	1.9%	-9.1%	-8.3%	0.0
Cc1cc(Br)cn2c(CC(=O)N3CCCCC3)c(-c3ccc(F)cc3)nc12	11.2%	-51.9%[inhibitor]	0.5	-2.6%	-7.7%	-9.0%	-18.7%	-9.3%	-0.2
COC(=O)C1=C(c2ccc(F)cc2OCc2ccccc2)C[C@@H]2CC[C@H]1N2C(=O)N1CCCCC1	17.6%	-4.7%	-4.9	-4.8%	5.0%	5.3%	-5.1%	-6.5%	-1.4
CN(C)C(=O)Oc1ccc(-c2cn3cc(Cl)ccc3n2)cc1	-1.0%	i	3.1	4.3%	?	2.7%	4.8%	-18.7%	-0.5
COC(=O)C1=C(c2ccc(F)cc2OCc2ccccc2)C[C@@H]2CC[C@H]1N2C(=O)NCc1ccc(N(C)C)cc1	0.8%	-41.2%[inhibitor]	4.2	0.0%	10µM*	3.2%	-10.0%	-7.9%	-0.9
CCOc1ccc(C(C)=O)cc1COC(=O)c1ccc2c(c1)NC(=O)CS2	12.7%	-31.3%[inhibitor]	-18.8	6.7%	-15.6%	?	-14.8%	-11.5%	-0.9
O=[N+]([O-])c1ccc(N2CCCCCC2)c2nonc12	33.2%	i	-2.8	100µM*	76.3%[activator]	?	67.1%[activator]	-17.1%	-2.2
CN1C(=O)NC(=O)C2(CCCC2)C1=O	4.4%	i	4.7	6.4%	9.1%	-13.0%	1.5%	2.9%	-0.3
CCOC(=O)c1c(C)n(Cc2ccccc2)c2ccc(O)cc12	17.5%	-27.8%	-11.1	17.4%	3.4%	-1.1%	?	-12.3%	-2.0
COC(=O)C1=C(c2ccccc2OCc2ccccc2)C[C@@H]2CC[C@H]1N2C(=O)NCCc1ccc(F)cc1	-1.7%	-23.5%	5.2	1.6%	22.4µM*	-23.1%	-16.0%	-9.6%	-0.5
CCOC(=O)[C@]12Cc3c(cc(OC)c(OC)c3OC)[C@H]1N(Cc1ccccc1)C(=O)c1ccccc12	-0.8%	i	-5.7	3.0%	?	8.6%	0.2%	-2.9%	-0.6
O=C(c1cccnc1)c1cc2ccccc2[nH]1	10.0%	i	-2.2	1.7%	25.2%	3.7%	-6.1%	-4.5%	0.1
Cc1ccccc1C(=O)NC(Oc1ccccc1)C(Cl)(Cl)Cl (stereo not given)	16.5%	-4.1%	20.6	4.9%	-24.1%	-4.6%	-26.3%	2.2%	-2.5
CN(C)c1ccc(/C=C/c2cccc[n+]2[O-])cc1	0.4%	-18.3%	3.5	21.4%	-22.4%	34.1%[activator]	19.7%	13.3%	2.6
COc1ccccc1OP(=O)(Nc1ccc(Br)cc1)Oc1ccccc1OC	-6.0%	-59.5%[inhibitor]	8.9	-2.2%	-21.1%	-4.2%	-1.0%	4.0%	1.6
COc1ccc(OC)c(-n2c(O)c(C=Nc3c(C)n(C)n(-c4ccccc4)c3=O)c(=O)[nH]c2=S)c1	25.5%	-35.1%[inhibitor]	-9.6	0.7%	1.6%	2.5%	5.4%	-26.0%	-3.0
c1ccc(C2CC3CC(c4ccco4)N2O3)cc1 (stereo not given)	-0.7%	i	-27.3	3.1%	-8.1%	-12.0%	-0.2%	-10.0%	-0.9
C=C(C)Cn1c(=O)n(CC2CS2)c2ccccc21 (stereo not given)	-2.4%	i	13.3	6.2%	27.5%	-4.9%	6.0%	-5.8%	0.9
COC(=O)N(c1ccccc1)P1(=S)OCCO1	-2.0%	i	-13.4	-2.5%	12.4%	-14.1%	21.6%	11.9µM*	-1.3
Cc1ccc(N=Cc2c(O)n(C)c(=O)n(C)c2=O)cc1	0.8%	i	1.9	-3.8%	5.8%	1.0%	-6.3%	2.2%	-2.5
COc1ccc(C2c3[nH]c4ccccc4c3CCN2C(=O)c2cc3ncccn3n2)c(F)c1 (stereo not given)	9.1%	i	5.2	-4.3%	?	?	-26.1%	-3.9%	0.8
NC(=O)c1ccc(N)nc1	9.2%	i	4.0	-16.8%	?	-3.1%	0.2%	-10.8%	0.1
CCOc1ccc(/C=N/NC(=O)c2cc(-c3ccco3)nc3ccccc23)cc1	7.5%	-9.9%	?	-8.8%	?	?	-11.8%	-7.9%	-3.3
COc1ccc(NP(=O)(Oc2ccc(Cl)cc2)Oc2ccc(Cl)cc2)cc1OC	-1.8%	i	12.6	5.8%	?	?	-4.7%	2.5%	-0.6
C=CCSc1nc2c(c(-c3ccsc3)c1C#N)CN(C)CC2	-25.6%	i	-13.2	0.5%	?	-5.1%	-18.1%	?	-1.1
BrCCc1ccccc1	-6.8%	i	-5.1	-13.6%	-0.6%	-4.7%	1.4%	-5.2%	0.0
OCC(Cc1ccccc1)Nc1c2ccccc2nc2ccccc12 (stereo not given)	9.8%	-5.7%	5.8	7.6%	?	136.0%[activator]	2.2%	-27.9%	-2.5
Cc1c(NS(=O)(=O)c2ccccc2)ccc([N+](=O)[O-])c1Cl	-1.0%	-29.2%	0.2	-5.6%	?	?	-28.8%	-7.4%	-0.4
CC(=O)N1CCN(c2ccc(Nc3ncnc4c3oc3ccccc34)cc2)CC1	-22.3%	-25.3%[57.5 µM]	-11.1	3.5%	?	?	7.8%	-8.4%	0.2
Nc1c(C(=O)NCCN2CCOCC2)c2nc3ccccc3nc2n1CCc1ccccc1	5.9%	i	.	14.8%	-11.6%	346.3%[activator]	-7.9%	-9.8%	-2.5
c1cncc(CNCCc2c[nH]c3ccccc23)c1	5.1%	i	-5.1	-3.2%	6.4%	1.4%	-8.3%	6.1%	-1.1
COC(=O)C1=C(c2ccc(F)cc2F)C[C@@H]2CC[C@H]1N2C(=O)N1CCCC1	0.9%	i	-1.6	2.7%	-4.2%	-10.9%	-5.3%	2.8%	0.3
O=C1CN(C(=O)COC(=O)Cc2ccccc2)c2ccccc2N1	0.0%	i	-12.4	-10.9%	14.4%	7.4%	-1.1%	29.9µM*	0.0
CCOC(=O)C(O)(c1ccc(N=c2ccccn2C)cc1)C(F)(F)F (stereo not given)	-4.1%	23.2%	6.2	-3.8%	1.7%	15.3%	-4.1%	1.1%	-0.2
CN1C(=O)N(C)C(=O)C(NS(=O)(=O)c2ccc(N)cc2)(c2ccccc2)C1=O	1.2%	-19.7%	2.7	-7.5%	9.2%	-18.4%	0.0%	-3.4%	0.4
CN1CCC2(CC1)C(C#N)=C(N)NC(S)=C2C#N	15.1%&-4.9%	29.0%	?	26.3%&1.3%	2.1%&21.4%	4.3%&1.1%	13.7%&22.5%	?	10.1&0.1
COC(=O)C1=C(c2c(C)noc2C)C[C@@H]2CC[C@H]1N2C(=O)NCCOc1ccccc1	-2.7%	-21.6%	-3.0	8.9%	8.8%	-12.4%	-0.2%	-5.6%	-0.2
Nc1ccc2ccc3cccc[n+]3c2c1	6.4%	-10.6%	-19.9	100µM*	20.7%	i	342.2%[activator]	0.67µM*	6.4
N#Cc1ccccc1OCC(=O)N1CCN(CC(=O)Nc2ccc(F)cc2)CC1	2.2%	i	-5.1	-4.1%	-16.3%	1.3%	3.1%	-1.7%	-1.9
CCOc1cc2c(cc1OCC)-n1cccc1C(c1ccc(OC(F)F)cc1)NC2 (stereo not given)	-2.3%	-40.0%[inhibitor]	-7.0	7.2%	?	-16.5%	2.3%	1.6%	-4.4
C[C@]1(O)CC[C@H]2[C@@H]3CCC4=CC(=O)CC[C@]4(C)[C@@]3(F)[C@@H](O)C[C@@]21C	-0.6%	i	0.8	-24.1%	-3.3%	-5.0%	2.1%	-5.0%	0.9
Brc1ccc2c(c1)-n1nncc1CN(CC1CCCCC1)C2	10.1%	-24.3%	3.5	17.2%	1.3%	-4.7%	-3.3%	-13.7%	-0.7
Cc1ccc(N(CCC#N)C(=O)CCl)cc1C	-1.1%	-4.0%	0.2	-6.7%	2.82µM*	?	-6.1%	-6.6%	-1.2
Cc1cccc2nc(-c3ccccc3)c(-c3ccc(CN4CCC(n5c(=O)[nH]c6ccccc65)CC4)cc3)nc12	-2.3%	-13.1%	-3.7	8.9%	?	-6.5%	-5.3%	-7.6%	-0.5
CCOc1cc2c(cc1OCC)-n1cccc1C(c1cccc(OCC)c1O)NC2 (stereo not given)	18.2%	-3.6%	1.3	1.9%	?	-3.4%	-4.8%	-4.9%	2.7
COC(=O)c1ccc(COc2cc(C)cc3oc(=O)c4c(c23)CCCC4)o1	-0.8%	-34.4%[inhibitor][57.5 µM]	.	10.9%	-8.0%	-44.6%	7.9%	-10.3%	-1.9
CCCN1CCC2(CC1)NC(CO)(CO)CO2	-16.4%	i	-0.9	-10.6%	6.6%	-0.9%	11.0%	-3.3%	0.1
COC(=O)C1=C(c2ccc3ccccc3c2)C[C@@H]2CC[C@H]1N2C(=O)NCc1ccc(F)cc1	2.5%	-63.2%[inhibitor]	-1.6	0.3%	?	0.0%	-25.9%	-3.9%	-3.2

Whole records from above. Order of values: GLP-1R agonist | PTHR1 agonist | PI5P4Ka inh | EPAC1 agonist | GLP-1R inv ag | GLP1R cytotox | EPAC1 antag | PLK1 PBD inh | IL2 activator
C[C@]1(O)CC[C@H]2[C@@H]3CCC4=CC(=O)CC[C@]4(C)[C@@]3(F)[C@@H](O)C[C@@]21C as listed: -0.6% | i | 0.8 | -24.1% | -3.3% | -5.0% | 2.1% | -5.0% | 0.9
Cc1cccc2nc(-c3ccccc3)c(-c3ccc(CN4CCC(n5c(=O)[nH]c6ccccc65)CC4)cc3)nc12 as listed: -2.3% | -13.1% | -3.7 | 8.9% | ? | -6.5% | -5.3% | -7.6% | -0.5
CCOc1cc2c(cc1OCC)-n1cccc1C(c1ccc(OC(F)F)cc1)NC2 (stereo not given) as listed: -2.3% | -40.0%[inhibitor] | -7.0 | 7.2% | ? | -16.5% | 2.3% | 1.6% | -4.4
